influenza NS1A – H1N1 influenza NS1A inhibitors, functional cell based assay (AID 504329) | NS1A functional cell-based assay, percent inhibition; higher % means a stronger effect | one-dose inhibition, % at 12.5 µM; IC50 in µM for titrated hits | 340,000 compounds, 0.3% hits; in the data active = a potency from the dose series; inconclusive = inhibition above about 27% without an active follow-up result; note: strong numbers were not always called active
tuberculosis growth – growth inhibition of non-replicating M. tuberculosis (AID 488890) | Mycobacterium tuberculosis non-replicating, growth inhibition; higher % means a stronger effect | one-dose inhibition, % at 25 µM; IC50 in µM for titrated hits | 320,000 compounds, 0.39% hits; in the data active = a potency from the dose series; inconclusive = inhibition mostly from about 82% at the one dose, without a potency; inactive = the rest, 99 in 100 with inhibition below about 76%;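 note: plate controls were DMSO cells for no effect and high antibiotic wells for full effect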
VEEV TC-83 Vero – inhibitors of VEEV TC-83 cytopathic effect, confirmation, Vero cells (AID 588727); Vero cells, VEEV TC-83 cytopathic effect inhibition; higher % means a stronger effect; one-dose inhibition, % at 20 µM; IC50 in µM for titrated hits; 350,000 compounds, 0.13% hits; in the data active = a potency from the dose series; inconclusive = inhibition mostly from about 14% at the one dose, without a potency; inactive = the rest, 99 in 100 with inhibition below about 12%; note: strong numbers were not always called active
M. tuberculosis HTS – M. tuberculosis growth inhibition, HTS (AID 449762); M. tuberculosis H37Rv growth inhibition, 7H9 media; higher % means a stronger effect; inhibition, % at 25 µM, or IC50 in µM where a hit was titrated; 330,000 compounds, 0.59% hits; in the data active = a potency from the dose series; inconclusive = inhibition above about 70% without an active follow-up result;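 note: bacterial growth assessed after seven days of incubation; strong numbers were not always called active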
Salmonella PhoP GFP – Inhibition of PhoP regulon, Salmonella typhi GFP reporter cells, confirmation, 4 h (AID 1850) | Salmonella Typhi PhoP-promoter GFP reporter, fluorescence, 4 h; higher % means a stronger effect | inhibition, % at 50 µM, or IC50 in µM where a hit was titrated | 310,000 compounds, 0.33% hits; in the data active = a potency from the dose series; inconclusive = inhibition mostly from about 25% at the one dose, without a potency; inactive = the rest, 99 in 100 with inhibition below about 19%;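 note: 0% = induced wells with vehicle and 100% = uninduced wells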
VEEV TC-83 Vero 10K pilot screen – second read-out of VEEV TC-83 Vero, no call of its own (marks repeat the call); inhibition, %; measured here: 10K pilot screen inhibition
An asterisk follows results filed as active; i = inactive; ? = inconclusive; . = no result given.

SMILES	influenza NS1A	tuberculosis growth	VEEV TC-83 Vero	M. tuberculosis HTS	Salmonella PhoP GFP	others
COc1ccc(CCNC(=O)c2ccc(-c3ccc([N+](=O)[O-])cc3Cl)o2)cc1OC	11%	8%	7.8%	-19%	-13%
O=C(Cc1ccccc1)Nc1cc2c(cc1Cl)OCCCO2	-3%	25%	0.5%	8%	-4%
O=C(CSc1nnc(COc2ccccc2)o1)N1CCCCC1	-10%	?	i	-7%	-14%
CC1=CN2C(=N)/C(=C\c3cn(CCCOc4ccccc4)c4ccccc34)C(=O)N=C2S1	-3%	-16%	0.5%	0%	-6%
CCOC(=O)C1=CN(Cc2ccco2)S(=O)(=O)N(CC)C1c1ccc(C(F)(F)F)cc1 (configuration not stated)	-4%	.	i	.	.
O=C(NC1=NCCS1)c1cccs1	-5%	-4%	i	-2%	2%
COc1ccc(/C=C(/NC(=O)c2ccco2)C(=O)N2CCc3ccccc32)cc1OC	4%	17%	0.8%	-3%	0%
Cc1ccccc1C(=O)N1CCN=C1SCc1ccc([N+](=O)[O-])cc1	15%	66%	3.2%	-1%	8%
O=C(Nc1ccc(F)cc1)Nc1ccc2c(c1)CCC2	-10%	-7%	3.0%	0%	-2%
COc1ccc(-c2noc(CCC(=O)N3CCN(c4cccc(F)c4)CC3)n2)cc1	-8%	.	2.7%	.	.
COc1ccc(CCC(=O)N(C)CC(=O)Nc2cc(C)ccc2C)cc1	-11%	7%	1.5%	2%	-8%
Cc1ccccc1OCC(=O)Nc1ccc(C)c(S(=O)(=O)N2CCCCCC2)c1	3%	5%	0.8%	2%	-1%
CC(=O)[C@@]1(O)[C@H](C)CC2C3CC=C4CC(OP(=O)(O)O)CC[C@]4(C)C3CC[C@@]21C (some centres not stated)	-8%	-20%	0.4%	5%	-9%
Brc1ccc(-c2c[n+]3c(n2-c2ccccc2)SCC3)cc1	.	14%	0.1%	-10%	5%
O=C(Nc1ccc(C(=O)O)cc1)/C(=C\c1cccc([N+](=O)[O-])c1)NC(=O)c1ccc(Br)o1	6%	-8%	i	-4%	9%
Cc1cccc(NC(=O)c2cccc3c2C(=O)c2ccccc2-3)c1	11%	-5%	2.7%	-16%	-3%
COc1ccc(C2c3c(ncn(CCCO)c3=N)Oc3ccc4ccccc4c32)cc1 (configuration not stated)	16%	40%	4.4%	6%	2%
COc1ccc(S(=O)(=O)NCC(c2cccnc2)N2CCN(c3ccccc3)CC2)cc1C (configuration not stated)	1%	43%	i	3%	-8%
CCC(=O)Nc1cnc(NC(=O)c2cccc(F)c2)cc1C	20%	8%	i	-5%	0%
Cc1cc(-c2n[nH]c(=S)n2-c2ccc(F)cc2)nn1C	4%	15%	i	3%	-6%
CCOC(=O)c1c[nH]n2c(=O)cc(C)nc12	.	-6%	46%	4%	0%
O=C(CCc1c[nH]c2ccccc12)NCCc1ccccc1	6%	-11%	1.5%	8%	-3%
CCOc1ccc(NC2c3ccccc3C(=O)N2c2ccc(Cl)cn2)cc1 (configuration not stated)	2%	1%	1.0%	-4%	-1%
Cc1cccc(NC(=S)NCCN2CCOCC2)c1	-7%	4%	2.9%	-3%	13%
N#Cc1c(NC(=O)C2CC(c3ccccc3Cl)=NO2)sc2c1CCC2 (configuration not stated)	2%	2%	0.0%	8%	0%

(cont.)
SMILES	influenza NS1A	tuberculosis growth	VEEV TC-83 Vero	M. tuberculosis HTS	Salmonella PhoP GFP	others
COc1cccc(C2C3=C(CC(C)(C)CC3=O)Nc3n[nH]c(C)c32)c1 (configuration not stated)	0%	0%	3.7%	11%	-22%
Cc1onc(-c2ccccc2)c1C(=O)N(C)CCc1ccccn1	-7%	2%	0.9%	-13%	-11%
CN1C=CC(=CC=C2C=CC(=O)C=C2)C=C1	-15%	-1%	i	-1%	-1%
CCOC(=O)c1sc(=S)n(-c2cccc(OC)c2)c1N	2%	4%	i	0%	-4%
CN(CC(O)COc1ccccc1F)C1CCCCC1 (configuration not stated)	-2%	5%	1.0%	1%	7%
COCCN(C(=O)CSc1ccc2c(c1)OCCO2)c1c(N)n(CC(C)C)c(=O)[nH]c1=O	3%	-2%	1.0%	-8%	.
Cc1n[nH]c(=O)nc1NCC1CCCO1 (configuration not stated)	-5%	-12%	4.6%	-8%	2%
COC(=O)c1c(C)[nH]c(C(=O)C(C)Sc2nnc(-c3cc(OC)c(OC)c(OC)c3)o2)c1C (configuration not stated)	8%	.	9.8%	-6%	-3%
O=C1C(C2=NC(c3ccccn3)C3C(=O)N(c4ccccc4)C(=O)C23)=C(O)c2ccccc21 (configuration not stated)	-7%	12%	1.3%	3%	5%
O=C(Cc1ccccc1)Oc1ccccc1N1C(=O)CCC1=O	10%	-5%	5.5%	0%	-5%
CC#CC[N+](C)(C)CC(=O)c1ccccc1	-5%	1%	i	4%	-21%
CN(c1ccccc1)S(=O)(=O)c1cccc(NC(=O)CCNC(=O)c2ccc(Cl)cc2)c1	-6%	38%	3.8%	1%	.
COc1ccc(-n2nc([N+](=O)[O-])c(=NCCc3ccc(Cl)cc3)n2O)cc1	6%	19%	3.8%	-4%	-6%
CCOc1cccc(C(=O)Nc2ccc(S(=O)(=O)Nc3cc(C)on3)cc2)c1	1%	31%	0.5%	-7%	-2%
CCOC(=O)NC(=O)CSc1nc2ccc([N+](=O)[O-])cc2[nH]1	4%	15%	0.3%	1%	8%
CC(C)(C)C(O)/C=C/c1ccc2c(c1)OCO2 (configuration not stated)	.	63%	.	15%	1%
Cc1ccc(SCCC(=O)NCC2CCCO2)cc1 (configuration not stated)	-5%	30%	i	12%	-8%
O=C(CCc1ccc(Oc2cc([N+](=O)[O-])cc([N+](=O)[O-])c2)cc1)Nc1cccc(Cl)c1	-11%	?	i	?	-8%
Cc1ccc(CNC(=O)C2CCC(CNS(=O)(=O)c3cccs3)CC2)cc1 (configuration not stated)	0%	-8%	i	1%	-9%
COc1ccc(NC(=O)C(c2ccc(Cl)cc2)C(C)C)cn1 (configuration not stated)	-10%	16%	1.8%	11%	-2%
O=C(NCCN=C1NS(=O)(=O)c2ccccc21)c1ccncc1	2%	-1%	2.9%	-10%	-3%
CCN(c1ccccc1)S(=O)(=O)c1ccc(Cl)c(NC(=O)CN(C)C2CCN(C)CC2)c1	-4%	17%	i	-5%	8%
CCCCNCCCOc1cccc(Cl)c1Cl	3%	74%	0.6%	-6%	148µM*
O=[N+]([O-])c1ccc(NCCOc2ccccc2Cl)nc1	-14%	78%	i	15%	1%
O=C1OCCC1Sc1nc2cc(Cl)ccc2s1 (configuration not stated)	-20%	23%	4.2%	-8%	-11%

(list continues)
SMILES	influenza NS1A	tuberculosis growth	VEEV TC-83 Vero	M. tuberculosis HTS	Salmonella PhoP GFP	others
Cc1cscn1	1%	-8%	0.5%	-7%	.
Nc1ccccc1C#CCCCCO	0%	9%	0.1%	-7%	2%
CCOC(=O)c1c(NC(=O)C2CCCCC2C(=O)O)sc2c1CCCCC2 (configuration not stated)	-3%	-4%	3.2%	-5%	1%
CC1CC(C)CN(Cc2nc(N)nc(Nc3ccccc3)n2)C1 (configuration not stated)	-15%	63%	i	32%	-8%
CC(C)(C)n1nc2c(c1NC(=O)c1cccs1)CS(=O)C2 (configuration not stated)	-4%	-6%	0.2%	3%	28%
CCN(c1ccc(NC(=O)CSc2nnc3nc(C)cc(C)n23)cc1)C(C)C	8%	0%	0.8%	-6%	2%
Cc1cc(NC(=O)CN2C(=O)NC(CC(C)C)C2=O)no1 (configuration not stated)	4%	1%	1.9%	-4%	.
Nc1nc(-c2cccnc2)nn1C(=O)COc1ccccc1	-30%	1%	4.5%	-12%	-8%	VEEV TC-83 Vero 10K pilot screen=0.8
O=C(O)c1ccc(/C=C2/SC(=S)N(Cc3ccccc3)C2=O)cc1	-2%	5%	0.2%	7%	3%
CC(Sc1nnc(Cc2cccs2)n1C1CCCCC1)C(=O)NCc1ccco1 (configuration not stated)	2%	15%	4.2%	-10%	-1%
N#C/C(=C\c1cn[nH]c1-c1ccc(Cl)cc1)C(=O)NC1CC1	1%	-4%	3.9%	-3%	-2%
Cc1ccc2cc(CN(CC3CCCO3)C(=O)c3cccs3)c(=O)[nH]c2c1 (configuration not stated)	-1%	20%	0.1%	0%	2%
C[C@H](CO)N1C[C@H](C)[C@@H](CN(C)S(=O)(=O)c2ccccc2)Oc2c(NS(=O)(=O)c3cccs3)cccc2C1=O	6%	18%	1.7%	3%	.
N/C(=N\OC(=O)/C=C/c1ccccc1Cl)c1ccncc1	-1%	21%	3.8%	2%	5%
Cc1noc(NS(=O)(=O)c2ccc(N/C=C/C(=O)c3ccc4c(c3)OCO4)cc2)c1C	-3%	66%	1.9%	17%	21%
COCCCn1c(SC(C)C(=O)Nc2c(C)n(C)n(-c3ccccc3)c2=O)n[nH]c1=O (configuration not stated)	-15%	.	2.3%	.	.
COc1ccccc1NC(=O)Cc1cccs1	-2%	1%	1.5%	-8%	0%
CC(C)Oc1ccc(S(=O)(=O)N2CCOCC2)cc1NC(=O)CC1OC(=O)c2ccccc21 (configuration not stated)	-3%	6%	0.9%	-7%	3%
COc1ccc(C(=O)NC(C(=O)NCC(=O)Nc2c(C)cccc2C)C(C)C)cc1 (configuration not stated)	11%	-10%	i	3%	-3%
O=c1cc(-c2ccc(O)cc2)oc2ccc(O)cc12	0%	0%	2.7%	-8%	-4%
CCOC(=O)/N=C(/NC(=O)Nc1ccc(C(=O)OCC)cc1)OC	8%	-1%	0.1%	0%	0%
NC(=O)C1CCCCc2c1[nH]c1ccc(Cl)cc21 (configuration not stated)	1%	16%	i	6%	-2%
CC(C)n1cc(/C(N)=N/O)c(=O)n(Cc2ccccc2)c1=O	.	-4%	0.5%	4%	-4%
COc1ccc(NC(=O)CSc2nccn2Cc2ccco2)c(OC)c1	-6%	-3%	6.8%	-6%	-1%

Molecules listed so far with an NH in an aromatic ring:
SMILES	influenza NS1A	tuberculosis growth	VEEV TC-83 Vero	M. tuberculosis HTS	Salmonella PhoP GFP	others
Cc1cc(-c2n[nH]c(=S)n2-c2ccc(F)cc2)nn1C	4%	15%	i	3%	-6%
CCOC(=O)c1c[nH]n2c(=O)cc(C)nc12	.	-6%	46%	4%	0%
O=C(CCc1c[nH]c2ccccc12)NCCc1ccccc1	6%	-11%	1.5%	8%	-3%
COc1cccc(C2C3=C(CC(C)(C)CC3=O)Nc3n[nH]c(C)c32)c1 (configuration not stated)	0%	0%	3.7%	11%	-22%
COCCN(C(=O)CSc1ccc2c(c1)OCCO2)c1c(N)n(CC(C)C)c(=O)[nH]c1=O	3%	-2%	1.0%	-8%	.
Cc1n[nH]c(=O)nc1NCC1CCCO1 (configuration not stated)	-5%	-12%	4.6%	-8%	2%
COC(=O)c1c(C)[nH]c(C(=O)C(C)Sc2nnc(-c3cc(OC)c(OC)c(OC)c3)o2)c1C (configuration not stated)	8%	.	9.8%	-6%	-3%
CCOC(=O)NC(=O)CSc1nc2ccc([N+](=O)[O-])cc2[nH]1	4%	15%	0.3%	1%	8%
N#C/C(=C\c1cn[nH]c1-c1ccc(Cl)cc1)C(=O)NC1CC1	1%	-4%	3.9%	-3%	-2%
Cc1ccc2cc(CN(CC3CCCO3)C(=O)c3cccs3)c(=O)[nH]c2c1 (configuration not stated)	-1%	20%	0.1%	0%	2%
COCCCn1c(SC(C)C(=O)Nc2c(C)n(C)n(-c3ccccc3)c2=O)n[nH]c1=O (configuration not stated)	-15%	.	2.3%	.	.
NC(=O)C1CCCCc2c1[nH]c1ccc(Cl)cc21 (configuration not stated)	1%	16%	i	6%	-2%

Screening data as filed in PubChem.
